PG9 Ab binder: PG9 antibody binding by small molecule | TR-FRET gp120-PG9 antibody binding | inhibition, % at 6.7 µM | 360,000 tested, 0.43% active | AID 624416; in the data active = inhibition above about 8.5%
ADAM10 inh: ADAM10 inhibition, QFRET primary screen. recombinant ADAM10, EDANS/DABCYL FRET peptide cleavage, 3 h. O14672. inhibition, % at 7 µM. 370,000 tested, 0.62% active;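 active = inhibition above a per-campaign cutoff equal to the mean of compounds falling between control-based bounds plus 3 SD, cut at about 20% in these data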;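 also: 0% = DMSO wells while the 100% control is not disclosed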
hcDAF12 agonist: H. contortus DAF-12 activation, primary screen. activation, % at 6.8 µM. HEK293 hcDAF-12 lit1-tk-luc reporter, luminescence; 0% DMSO, 100% Δ7-dafachronic acid. 370,000 tested, 1.4% active. AID 652067;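 active = activation above the mean of all tested compounds plus 3 SD, cut at about 5.5% in these data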;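 also: 100% = response to 3 µM Δ7-dafachronic acid high control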
ADAM17 inh: inhibitors of human ADAM17; P78536; recombinant ADAM17, EDANS/DABCYL FRET peptide cleavage; inhibition, % at 6.95 µM; 370,000 tested, 0.83% active; AID 720648;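 active = inhibition above the mean of compounds lying between control limits plus 3 SD, set per campaign, cut at about 8.5% in these data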;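 also: 0% = DMSO-only wells as the low control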
Target sequence (P78536 215-824 limits assumed): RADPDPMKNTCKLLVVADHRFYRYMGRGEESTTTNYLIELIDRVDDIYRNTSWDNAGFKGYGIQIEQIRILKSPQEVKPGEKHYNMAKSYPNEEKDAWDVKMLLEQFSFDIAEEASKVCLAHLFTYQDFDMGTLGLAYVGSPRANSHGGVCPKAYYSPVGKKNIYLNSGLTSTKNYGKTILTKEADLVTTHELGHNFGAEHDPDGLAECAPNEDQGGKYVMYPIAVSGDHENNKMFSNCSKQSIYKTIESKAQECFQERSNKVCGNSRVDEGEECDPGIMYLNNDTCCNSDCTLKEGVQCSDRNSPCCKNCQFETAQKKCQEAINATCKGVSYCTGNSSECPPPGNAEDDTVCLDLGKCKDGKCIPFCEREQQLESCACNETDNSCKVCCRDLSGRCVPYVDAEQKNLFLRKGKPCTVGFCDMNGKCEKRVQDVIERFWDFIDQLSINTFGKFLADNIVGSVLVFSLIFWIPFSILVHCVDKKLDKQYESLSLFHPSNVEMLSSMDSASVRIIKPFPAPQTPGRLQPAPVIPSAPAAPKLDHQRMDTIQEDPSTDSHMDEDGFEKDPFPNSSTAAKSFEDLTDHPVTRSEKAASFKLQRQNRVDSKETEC
GC-A act: GC-A (human) enzyme activation | HEK293 GC-A cells, cGMP TR-FRET, EC30 ANP; 0% at EC30 ANP, 100% saturating ANP | activation, % at 10 µM | 370,000 tested, 0.14% active; in the data active = activation above about 40%
GAA850 FXN act: frataxin GAA850 promoter activation; HEK293 lucGAA850 FXN promoter luciferase reporter, 24 h; percent of 10 µM SAHA response; activation, % at 6 µM; 360,000 tested, 0.56% active; AID 540364;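 active = activation above the average of all compounds screened plus 3 SD, cutoff fixed separately per campaign, cut at about 7.5% in these data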;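 also: 0% = DMSO wells and 100% = 10 µM SAHA wells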
SMARCA2 activ: SMARCA2 function activation, primary screen. activation, % at 9.1 µM. MG213 cells, MMTV-luciferase reporter, dexamethasone, overnight. 370,000 tested, 1% active. AID 652017; in the data active = activation above about 7.8%;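 also: 0% = vehicle wells and 100% = reference activator wells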
DAX1 inh-1: inhibitors of human orphan nuclear receptor DAX1 (NR0B1) | P51843 | HEK293 Gal4-DAX1 luciferase reporter, luminescence | inhibition, % at 6.75 µM | 340,000 tested, 0.99% active | AID 504766;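 active = inhibition above the mean over all tested compounds plus 3 SD, cut at about 4.2% in these data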;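 also: 0% = DAX1-transfected cells with DMSO and 100% = empty-vector control cells with DMSO; inhibition shows as a rise in luminescence from relieved DAX1 repression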
Target sequence (P51843 207-470 limits assumed): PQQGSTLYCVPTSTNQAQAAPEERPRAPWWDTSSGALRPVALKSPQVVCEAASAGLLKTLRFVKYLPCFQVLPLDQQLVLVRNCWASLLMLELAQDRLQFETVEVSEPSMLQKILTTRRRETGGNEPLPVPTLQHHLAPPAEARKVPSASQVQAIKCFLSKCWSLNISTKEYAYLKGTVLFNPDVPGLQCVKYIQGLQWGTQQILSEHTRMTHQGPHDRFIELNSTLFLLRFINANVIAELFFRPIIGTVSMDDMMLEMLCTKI
ssDAF12 agonist: activates DAF-12 receptor from parasite S. stercoralis; activation, % at 6.8 µM; AID 652126; 370,000 tested, 1% active; HEK293 ssDAF-12/GRIP1 lit1-tk-luc reporter, luminescence; % of 3 µM dafachronic acid response;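 active = activation above the mean over all tested compounds plus 3 SD, cut at about 0.9% in these data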;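 also: 0% = DMSO-only wells and 100% = 3 µM delta7-dafachronic acid wells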
DAX1 inh-2: DAX1 (NR0B1) inhibition, primary screen; HEK293T StAR-luciferase reporter, SF-1/DAX-1 repression relief; inhibition, % at 6.8 µM; 370,000 tested, 1.1% active; AID 652010;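 active = inhibition above the mean over all tested compounds plus 3 SD, cut at about 3.6% in these data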;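 also: 0% = DAX-1 cells with DMSO and 100% = cells lacking DAX-1 with DMSO; higher inhibition means more luminescence from relief of DAX-1 repression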
hgDAF12 agonist: activates the H. glycines DAF-12 receptor ligand-binding domain | AID 687014 | 370,000 tested, 1.8% active | activation, % at 6.8 µM | HEK293 GAL4-hgDAF12 UAS-luciferase reporter, agonist luminescence; normalized to butyrate control;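 active = activation above a cutoff set at the mean of all screened compounds plus 3 SD, cut at about 10% in these data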;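 also: 0% = DMSO wells and 100% = sodium butyrate wells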
Numbers without * were called inactive; i = inactive; / = not tested or not shown.

SMILES	PG9 Ab binder	ADAM10 inh	hcDAF12 agonist	ADAM17 inh	GC-A act	GAA850 FXN act	SMARCA2 activ	DAX1 inh-1	ssDAF12 agonist	DAX1 inh-2	hgDAF12 agonist
O=C(NC(=S)NCC1CCCO1)c1ccccc1 (configuration not stated)	-3.2	-3.5	2.7	-2.6	7.3	-0.6	2.8	-0.2	-1.1	0.4	2.0
CCN1C(=O)C(CC(=O)Nc2ccc(OC)cc2)N(CCc2ccccc2)C1=S (configuration not stated)	-1.2	13.5	-0.7	7.2	3.0	0.8	-4.0	-0.8	-2.2	-0.5	-3.0
NC(=O)c1ncc(C(F)(F)F)cc1Cl	-1.2	6.7	-1.3	-1.3	-3.8	1.4	-0.1	2.3	-1.1	-0.2	-2.7
O=C(NC(Cc1c[nH]c2ccccc12)C(=O)NCCCN1CCOCC1)c1cccs1 (configuration not stated)	3.0	3.3	-0.8	2.7	2.1	-1.1	-0.2	0.1	-1.4	0.8	2.6
COCCCNC(=O)/C(C#N)=C/c1c(N2CCN(c3cccc(Cl)c3)CC2)nc2c(C)cccn2c1=O	-0.4	i	1.6	-334.3	-0.3	1.4	-0.8	-3.4	-1.0	0.1	-1.1
O=P(O)(COc1ccccc1)COc1ccccc1	-2.9	1.2	-0.8	-2.5	0.4	1.8	1.7	-0.5	-1.3	0.0	0.1
Cc1ccc(C(C[N+](=O)[O-])c2c(-c3ccccc3O)[nH][nH]c2=O)cc1 (configuration not stated)	0.0	2.9	2.2	2.0	-4.0	1.3	-1.9	-1.2	-1.5	-0.5	0.7
COc1ccc(-n2c(C)cc(C(=O)CN3C(=O)NC4(CCCc5sccc54)C3=O)c2C)cc1 (configuration not stated)	1.7	13.5	-3.2	6.1	2.3	2.2	-3.6	-1.3	-1.5	-0.8	-4.0
COc1ccccc1N(CC(O)COc1ccccc1C)S(=O)(=O)c1ccccc1 (configuration not stated)	-2.0	-1.2	-3.6	2.8	1.3	3.4	6.2	-0.3	-2.0	-0.3	-1.5
CCN(CC)C(=O)CCCOc1ccc(Cl)cc1Cl	-0.5	8.4	0.5	3.6	3.8	5.3	3.7	1.2	-1.1	0.5	2.1
COC(=O)[C@]12C[C@H](CC(=O)N3CCCC3)C(=O)N(Cc3ccccc3)C1=C[C@H](COCc1ccccc1)O[C@@H]2C	/	2.7	-2.4	-0.4	-0.1	/	-1.7	/	-0.9	-0.7	-1.8
COC(=O)C[C@@H]1CC[C@@H](NC(=O)c2ccccc2F)[C@@H](CO)O1	0.1	5.7	0.0	2.4	3.0	/	0.5	/	-1.0	0.3	-2.5
Cc1cc(C(=O)Nc2sc(C)c(C)c2C#N)no1	-5.4	8.8	1.6	-1.3	2.5	1.9	5.8	2.1	-1.1	0.5	8.4
CCN(CC)CCn1c2c(c(SCC(=O)Nc3cccc(C(C)=O)c3)nc1=O)CCCC2	-1.4	-1.9	-1.4	-0.6	-1.2	2.5	-0.9	-0.3	-1.2	1.4	0.2
O=C(CC1C(=O)NCCN1Cc1ccc(-c2ccccc2)cc1)NCC1CC1 (configuration not stated)	-2.9	-2.8	-0.9	-2.3	1.2	4.3	1.7	-1.4	0.7	-0.3	3.3
COc1cccc(C(=O)N(CN2CCCC2=O)c2cccc(Cl)c2)c1OC	-1.4	-2.6	-1.1	-1.8	-13.5	-0.2	-4.0	-0.2	-1.4	-2.1	3.3
CCc1cccc(OCCN2CCCC2)c1	-0.3	3.9	-1.1	3.9	1.0	1.8	-2.7	1.3	-1.1	0.1	1.7
Cc1ccc(C2(C)NC(=O)N(CC(=O)N(C)CC(=O)Nc3cccc4ccccc34)C2=O)cc1 (configuration not stated)	-0.9	3.2	3.1	0.2	1.9	1.7	-1.6	-0.7	0.0	0.5	0.1
COc1ccc(CN2CCN(C(=O)c3cccc(OC)c3OC)CC2)cc1OC	-0.6	0.1	-1.1	-1.9	5.2	0.6	-3.0	-0.9	-1.5	0.5	-2.3
Cc1ccc(SCC(=O)Nc2cccc(-c3nnc(-c4ccco4)o3)c2)cc1	1.2	4.0	-1.8	3.0	0.9	2.7	0.7	0.1	-1.8	0.3	3.1
O=C(CNc1ccc(C(F)(F)F)cc1)Nc1cccc(S(=O)(=O)N2CCCCC2)c1	-0.6	21.8*	-2.1	9.8*	1.6	0.1	-2.8	-0.2	-2.2	-3.1	-1.9
CC(C)C(OC(=O)c1ccco1)C(=O)NCc1ccc2c(c1)OCO2 (configuration not stated)	3.0	-9.2	0.1	-5.5	-7.5	0.9	-1.4	0.3	-0.8	-0.3	-2.6
O=C(NCC(c1ccco1)N1CCc2ccccc21)c1ccc([N+](=O)[O-])cc1 (configuration not stated)	-2.0	-7.5	-0.9	1.4	-5.2	-1.0	-1.3	0.0	-1.6	-2.7	-2.0
Cc1ccc([C@H]2C[C@@H](O)[C@H](n3cc(-c4ccc(F)cc4)nn3)CN2Cc2cccs2)cc1	0.8	-10.6	-1.0	-0.9	2.6	1.9	-2.9	0.9	-1.1	0.1	-2.4
CCOC(=O)N1CCN(C(=O)CN(c2cc(Cl)ccc2OC)S(=O)(=O)c2ccccc2)CC1	0.6	-3.7	-0.9	-1.6	-1.9	-0.8	-2.6	-1.7	-0.9	-0.2	-0.2
SMILES	PG9 Ab binder	ADAM10 inh	hcDAF12 agonist	ADAM17 inh	GC-A act	GAA850 FXN act	SMARCA2 activ	DAX1 inh-1	ssDAF12 agonist	DAX1 inh-2	hgDAF12 agonist
COC(=O)c1cc(NC(=O)N2c3ccccc3Sc3ccccc32)cc(C(=O)OC)c1	-1.2	-179.9	-1.3	-71.3	-1.5	-3.3	-1.2	-0.8	-1.9	-0.8	-1.7
Cc1cccc(C(=O)C(O)(c2ccccc2)C2CCCCC2=O)c1 (configuration not stated)	-2.3	-0.3	-2.0	-0.3	-14.4	-0.9	-1.0	0.4	-0.9	-2.8	0.6
COc1ccc(COC(=O)N/N=C(\C)CC(=O)Nc2ccc(Cl)cn2)cc1	1.2	-55.4	-0.4	-18.4	4.9	-0.1	-2.4	/	-1.1	-0.1	-2.8
N#CCSc1ccc(S(=O)(=O)N2CCOCC2)cn1	-2.3	-17.2	-0.5	-5.0	0.3	-0.2	-2.4	1.3	-0.6	1.5	0.5
CC(C)N(Cc1ccccc1)C(=O)CN1C(=O)NC2(CCCC2)C1=O	1.0	-5.1	-0.7	4.7	4.3	-0.8	-5.3	-0.8	-1.4	4.1*	-1.7
O=S(=O)(NC1CCCC1)c1ccc(S(=O)(=O)N(Cc2cccs2)CC2CCCO2)cc1 (configuration not stated)	-0.7	-1.0	-2.2	0.1	3.1	0.2	-2.4	0.3	-1.5	-0.1	-2.9
COc1cccc(-c2sc3ccc(OC)cc3c2-c2cc(F)cc(OC)c2)c1	-1.2	-0.4	1.5	0.6	-0.5	-0.1	-0.8	0.1	-0.8	-0.4	-1.5
Clc1ccc2nc(COc3ccccc3)[nH]c2c1	-1.2	11.3	-1.1	2.1	-22.8	0.6	6.5	0.0	-0.9	0.0	9.2
Cc1sc(NC(=O)CCCC(=O)O)c(C(N)=O)c1-c1ccccc1	-2.5	-1.6	-5.4	-2.4	1.4	-10.6	-8.5	-1.6	-3.1	-0.9	-14.1
O=C(CNS(=O)(=O)c1cccc2nsnc12)NCc1ccc(Cl)cc1	0.0	4.6	-1.3	0.0	1.7	-0.2	-1.9	1.8	-1.1	0.0	0.9
NC(=O)c1c(Nc2nc3c(F)cccc3s2)sc2c1CCCC2	-1.2	-98.4	3.4	-41.2	9.0	1.4	-0.6	1.5	1.3*	-0.3	0.0
CCC(=O)N1CCc2cc(S(=O)(=O)CCC(=O)N3CCN(c4ccccc4)CC3)ccc21	-1.3	-3.9	-1.5	-6.5	0.8	0.7	-1.5	-0.5	-1.2	-0.2	-1.0
CC1CN(C(=O)c2ccc(COc3ccc(C(C)C)cc3)o2)CC(C)O1 (configuration not stated)	3.0	-3.0	-0.2	-1.3	-0.3	6.1	2.7	1.1	-1.5	0.6	2.3
COc1ccccc1NS(=O)(=O)c1ccc(C(=O)OCC(=O)NCc2ccco2)cc1	-0.8	-11.2	-1.2	-1.8	0.8	1.7	-1.1	-0.4	-1.4	-0.2	-2.2
Brc1cc2c(cc1/C=N/Nc1nc(N3CCCC3)nc(N3CCOCC3)n1)OCO2	-1.1	3.1	-0.7	-1.0	2.3	0.2	-2.0	-0.1	-1.0	0.4	0.8
O=C(Cn1ncc2c1-c1ccccc1OC2)Nc1ccc(Cl)cn1	-2.4	-7.3	1.8	-0.1	1.5	-1.1	-2.9	0.8	-0.9	-0.3	-1.3
CC(C)NC(=O)Cn1cc(C(=O)COc2ccccc2)c2ccccc21	0.6	3.9	1.1	-2.3	1.0	0.2	1.9	0.9	-0.5	0.0	2.1
Cc1cccc(Nc2c([N+](=O)[O-])c(=O)oc3ccccc23)c1	-1.0	6.4	-1.5	1.5	-0.1	0.3	1.8	-1.3	-1.2	-0.6	-0.2
CCC(CO)N=C1CC(C)(C)CC(=O)/C1=C(/O)CCCN1C(=O)c2ccccc2C1=O (configuration not stated)	-1.1	-8.5	1.9	-4.7	-1.6	-0.2	-5.2	0.6	-1.7	-0.4	0.2
COc1ccccc1-n1c(SCC(=O)Nc2cccc(S(N)(=O)=O)c2)nc2ccccc2c1=O	-1.5	2.4	-0.9	1.5	5.4	-0.4	-0.4	-0.2	-1.3	-0.3	-3.3
Cc1ccc(-n2c(SCC(=O)N(C)C3CCS(=O)(=O)C3)nc3ccccc3c2=O)c(C)c1 (configuration not stated)	-2.2	-6.5	-3.0	-6.4	-0.4	-1.9	5.7	-0.3	-1.6	-1.4	-3.6
Brc1ccc2c(c1)OCCOCCOCCOCCOCCOCCO2	-3.0	2.4	-0.6	0.3	-5.1	-3.3	-2.0	2.1	-0.9	-0.1	1.0
Cn1c(=O)c2c(nc(NCc3ccc4c(c3)OCO4)n2Cc2ccc(F)cc2)n(C)c1=O	0.2	-14.9	-1.1	-2.5	15.3	-2.0	-3.2	-0.9	-1.5	0.1	1.4
O=C(Cc1ccccc1)NC1CCS(=O)(=O)C1 (configuration not stated)	-0.8	5.2	-1.0	-0.5	-4.6	-2.5	-0.9	-0.3	-1.0	0.0	0.6
CC(=O)Oc1ccc(Cn2c(C)c(C(=O)NCc3ccc4c(c3)OCCO4)sc2=O)cc1	-1.3	-5.5	-2.4	-2.2	-1.5	-0.3	-2.6	/	-0.5	-0.3	-0.7
COc1ncccc1C(=O)N1CCC(n2nccc2NC(=O)CC(C)C)CC1	0.6	-8.6	0.8	-2.9	3.3	0.3	-1.2	0.4	-1.3	-0.6	0.1
Cc1ccc(NC(=O)Cc2nnc(N)s2)cc1	-2.5	3.4	1.5	-1.2	5.0	3.5	-1.8	/	-1.4	0.0	0.3
COc1ccc(NC(=O)CCN2C(=O)C3C4C=CC(C4)C3C2=O)cc1 (configuration not stated)	1.0	-2.7	1.0	-1.3	3.9	0.5	-0.5	-0.8	-0.6	1.0	-0.9
Cc1cccc(NC(=O)CCCN2C(=O)c3ccccc3C2=O)n1	-0.6	-1.9	-1.6	-3.7	0.9	-1.3	-3.3	-0.6	-1.2	-0.7	3.8
CCc1ccc(-c2c(C)sc(NC(=O)C3CCC3)c2C#N)cc1	0.9	-6.9	-1.8	-5.5	-2.4	-2.2	-1.6	0.2	-2.0	0.6	-0.7

Screens: PubChem BioAssay, several laboratories
